Bioassay records deposited in PubChem by National Center for Advancing Translational Sciences (NCATS).
HCV inhibitor – inhibitors of hepatitis C virus infection; Huh7.5.1 HCVcc-Cre infection, luciferase reporter, 44 h; Potency, µM (doses to about 41.8 µM), for the others: at the top dose activity change, negative = inhibition, most hits filed as inhibitors; hit rate 3.4% among 340,000; AID 651820; further: potency means the concentration at half of the fitted maximal effect
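After 44 h co-culture of compound, cells and HCVcc-Cre (~0.5 moi), substrate is added for 15 min at room temperature and luciferase measured over 15 sec. Cells were seeded at 1,000/well and pre-cultured 4 h.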
AmpC detergent – inhibitors of E. coli AmpC beta-lactamase with detergent. P00811. AmpC hydrolysis of nitrocefin, absorbance 480 nm, 0.01% Triton. Potency, µM (doses to about 114 µM), without a hit: top-dose activity change, negative = inhibition, hits mostly inhibitors. hit rate 0.041% among 370,000. AID 485294;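 further: potency means the concentration at half of the fitted maximal effect; 0% = no-compound wells and -100% = no-enzyme wells; nearly all actives have a fitted effect of over 25% in size; some results filed as inactive show a strong effect at the top dose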
Target sequence (P00811 whole entry, looked up): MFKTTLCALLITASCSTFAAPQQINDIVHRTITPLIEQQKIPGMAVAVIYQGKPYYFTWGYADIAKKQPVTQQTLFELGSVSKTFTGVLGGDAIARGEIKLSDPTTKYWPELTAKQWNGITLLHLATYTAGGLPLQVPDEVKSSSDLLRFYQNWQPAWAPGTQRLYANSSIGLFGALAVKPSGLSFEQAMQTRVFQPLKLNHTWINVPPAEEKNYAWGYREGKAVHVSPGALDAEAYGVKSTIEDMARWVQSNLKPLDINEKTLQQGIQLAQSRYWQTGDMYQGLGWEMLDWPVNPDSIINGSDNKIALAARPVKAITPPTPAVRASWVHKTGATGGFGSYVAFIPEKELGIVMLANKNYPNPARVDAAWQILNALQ
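20 mM phosphate pH 7.0 + 0.01% (detergent screen) or 0.0001% Triton X-100; 5.3 nM AmpC reagent; cpd preinc 15 min RT; nitrocefin (800 uM stock) to start; A480 q20 s × 4 min; Activity was normalised to no-enzyme and no-compound control wells.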
HCMV inh – blocks human cytomegalovirus replication; HFF cells, HCMV-luciferase reporter, 72 h; active compounds read low; activity change, negative = inhibition, % at 57.5 µM; hit rate 4.5% among 410,000; in the data active means activity change below about -60%; inconclusive means no clear call, values can overlap the other calls; inactive means above about -39%
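Cell-based, HFFs, 1000 cells/well, 16 h 37C; cpds in DMSO + HCMV-luc, MOI 1 PFU/cell; 72 h 37C; OneGlo luminescence after 5 min RT; norm. to buffer vs Salinomycin 10uM.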
Sm TGR inh – S. mansoni TGR enzyme inhibition; Q962Y6; hit rate 3% among 360,000; Potency, µM (top dose mostly 114 µM), for inactives: at the highest dose activity change, negative = inhibition, usual class: inhibitors; AID 485364; purified TGR, DTNB reduction, TNB absorbance 405 nm; further: potency means the concentration at half of the fitted maximal effect; nearly all actives have a fitted effect of over 60% in size
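TGR 20 nM + NADPH 100 uM (dispensed conc.), cpd preinc 15 min RT; start with NADPH (500 uM addition) then DTNB (15 mM addition). Kinetic TNB absorbance, 405 nm filter. Four-parameter Hill fit across titration.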
FBPA Giardia inh – Giardia lamblia aldolase inhibition; Potency, µM (series often up to 59.6 µM), inactives show top-dose activity, negative = inhibition, most hits filed as inhibitors; A8B2U2; AID 2451; purified Giardia FBPA; hit rate 0.71% among 290,000; further: potency means the concentration at half of the fitted maximal effect; nearly all actives have a fitted effect of over 55% in size
Target sequence (A8B2U2 whole entry, looked up): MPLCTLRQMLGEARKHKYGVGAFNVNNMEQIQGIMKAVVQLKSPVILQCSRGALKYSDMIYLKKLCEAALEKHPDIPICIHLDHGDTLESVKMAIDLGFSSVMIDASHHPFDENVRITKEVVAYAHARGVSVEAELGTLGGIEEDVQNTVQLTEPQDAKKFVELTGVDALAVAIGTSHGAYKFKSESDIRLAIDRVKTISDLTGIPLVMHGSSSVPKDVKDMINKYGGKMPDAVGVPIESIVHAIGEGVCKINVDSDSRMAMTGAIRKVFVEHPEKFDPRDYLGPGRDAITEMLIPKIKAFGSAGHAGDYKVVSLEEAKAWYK
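40 nM FBPA preincubated 10 min at RT with compound (up to 57.5 uM final), then substrate plus GAPDH/TPI/NAD/arsenate coupling and diaphorase/resazurin added. Fluorescence read after 20 min at RT, 525/598 nm.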
AMA1-RON2 inh – disrupts binding of P. falciparum AMA1 to RON2 | Potency, µM (highest dose often 58.2 µM), for the others: at the top dose activity change, negative = inhibition, hits mostly inhibitors | AID 720542 | AlphaScreen AMA1-biotinylated RON2 peptide binding | hit rate 0.2% among 360,000;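 further: potency means the concentration at half of the fitted maximal effect; 0% = vehicle wells and -100% = peptide control; nearly all actives have a fitted effect of over 45% in size; some results filed as inactive show a strong effect at the top dose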
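AMA1 (3D7) with his tag at 25 nM final met compounds first, then biotinylated RON2 peptide at 25 nM; detection used donor plus acceptor beads, 10 µg/mL apiece, read by AlphaScreen after 30 min at room temperature.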
* marks the source's active call; other numbers are inactive results; ? = inconclusive; · = no result given; & = joins results of further samples; ! = not active in a repeat; [ ] = another dose, or the depositor's remark. Unless noted, the call rests on the fitted dose curve; in most records, active means well fitted curve in the direction sought with a large enough effect; inconclusive means small, poorly fitted or top-dose-only effect, or another doubt; inactive means no such curve, though single readings can be large; an effect the other way counts as inactive or inconclusive. Unless noted, on the % scale 0 is the no-effect control and ±100 the full control effect.

SMILES,HCV inhibitor,AmpC detergent,HCMV inh,Sm TGR inh,FBPA Giardia inh,AMA1-RON2 inh
CC1CCN(C(=O)COC(=O)c2c[nH]c3ccccc23)CC1,23%,-13%,41,-1%,·,22%
Cc1cc(Br)cn2ccnc12,8%,-3%,19,3%,0%,-6%
O=C(Cn1c(=O)oc2ccccc21)Nc1ccc(Cl)cc1,-13%,-1%,-27,2%,-1%,1%
CN1C=CC=C/C1=C(\C#N)c1nc2ccccc2[nH]1,11%,-15%,9,18%[11.4 µM],-11%,-6%
COc1ccc(S(=O)(=O)N2CCOC23CCN(S(C)(=O)=O)CC3)cc1,-2%,?,-15,5%,·,6%
Cc1ccc2nc(SCC(=O)Nc3oc(C)c4c(C)n[nH]c(=O)c34)[nH]c2c1,9%,-2%,0,0%,·,14%
O=C(NCc1ccc(Cl)cc1)C1CCN(S(=O)(=O)c2ccccc2)CC1,-14%,1%&-2%,-6&6,25µM*!,1%,-1%
COc1ccc(-c2csc(N(C)C(=O)c3cccs3)n2)cc1,-11%,-3%,48,4%,-3%,2%
Cn1c(=O)c(=O)n(C)c2cc([N+](=O)[O-])c(N3CCOCC3)cc21,-4%,-7%,-2,-18%,7%,?
CCCSc1ncc(Cl)c(C(=O)Nc2nc3ccc(OCC)cc3s2)n1,·,12%,-10,3%,·,·
CN(Cc1ccccc1)C(=O)COC(=O)c1ccc(Br)o1,-4%,·,-8,·,·,?
COc1cc(OC)nc(N/N=C(\c2ccccc2)c2ccncc2)n1,?,0%,57,-2%,?,-1%
CCOC(=O)CC1=C(C(=O)OCC)C(c2ccncc2)C(C#N)=C(N)O1 (stereo not given),11%,2%,17,-26%,-2%,4%
CC(C)(C)c1nc2ccccc2c2nnc(SCC(=O)Nc3nccs3)n12,?,-4%,-19,7%,4%,-3%
Cc1cc2cc(CNS(=O)(=O)c3ccc4ccccc4c3)ccc2n1C,9%,?,14,-6%,-15%,-26%
COc1ccc(C(=O)N/C(=C\c2ccccc2)C(=O)N2CCOCC2)cc1,·,3%,-35,-1%,·,24%
COC(=O)CCCn1nc(NC(=O)COc2ccc(F)cc2)cc1C,-24%,-11%,-11,-4%,3%,2%
CC(=O)Oc1c(C)c(C)c2c(c1C)CC[C@@](C)(CCC[C@H](C)CCC[C@H](C)CCCC(C)C)O2,-88%,-12%,16,-12%,-20%,3%
O=C(c1ccccn1)c1ccc2ccccc2n1,-9%,-3%,73,14%,-1%,2%
Cc1ccn2c(CNCC3COCCO3)c(C(=O)N3CCCCCC3)nc2c1 (stereo not given),6%,-3%,14,-22%,-5%,-3%
Cc1ccc2c(c1)c1c3n2CC(=C2C(=O)OC(C)(C)OC2=O)NC3CCC1 (stereo not given),5µM*,-12%,-24,?,?,9%
O=C(NCCCN1CCCC1=O)c1ccc2c(c1)NC(=O)c1ccccc1S2,8%,?,-3,6%,3%,-1%
CCOc1ccc(S(=O)(=O)N2CCN(C(=O)CN3C(=O)NC(C)(C)C3=O)CC2)cc1,19%,2%,-7,2%,·,18%
COC(=O)c1ccccc1N=Nc1c(C)n[nH]c1C,-23%,-2%,-3,-1%,3%,-5%
O=C(c1cccs1)N1CCN(S(=O)(=O)Cc2ccccc2)CC1,16%,-1%,19,1%,0%,-1%
Fc1cccc(CN2CCc3nc(Nc4ccc5c(c4)OCCO5)ncc3C2)c1F,·,0%,0,3%,·,·
Cc1ccc(OCCNC(=O)c2ccc3ccccc3n2)cc1,?,-2%,20,8%,5%,0%
CCCCS(=O)(=O)C(=C1Nc2ccccc2N1)S(=O)(=O)CCCC,-11%,2%,32,-10%,1%,-3%
CCN(CC)S(=O)(=O)c1ccc(/C=C/C(=O)OCC(=O)c2c(N)n(C)c(=O)n(C)c2=O)cc1,-2%,9%,-25,-5%,-3%,17%
O=C(NC(=S)NC1CCCCC1)c1ccc(F)cc1,-27%,-7%,86,28µM*,·,21%
CCCCn1c(N)c(N(CCC(C)C)C(=O)COC(=O)c2cccnc2SC)c(=O)[nH]c1=O,-8%,?,0,6%,·,2%
O=C(Cn1nnc2ccccc2c1=O)Nc1cc(C(F)(F)F)ccc1N1CCOCC1,-19%,-20%,26,0%,0%,1%
O=C(CN1CCOCC1)Nc1ccc(Oc2ccc(NC(=O)CN3CCOCC3)cc2)cc1,-8%,-12%,26,-4%,-7%,5%
O=C(Nc1cc(C(F)(F)F)ccc1Cl)C(Sc1cccc[n+]1[O-])c1ccccc1 (stereo not given),14%,-4%,-2,-22%,0%,21%
O=C(CSc1nc(=O)n(Cc2ccco2)c2c1CCC2)Nc1cccc(F)c1,·,1%,-39,-10%,·,·
Cc1ccc(S(=O)(=O)NC(=O)c2cc(C)n(CCCN3CCOCC3)c2C)cc1,-3%,-1%,3,-35%,0%,6%
COc1ccc(NC(=O)OCCN2CCN(Cc3ccccc3)CCC2=O)cc1,-11%[8.37 µM],-2%,4,-1%,4%&-6%,8%
CC(C)c1nn2c(N)c(/C=C3\C=Nc4ccccc43)c(=O)nc2s1,-1%,-3%,30,0%,6%,6%
CN(C)S(=O)(=O)c1ccc(N2CCCC2)c(C(=O)N2CCN(S(=O)(=O)c3cccc(F)c3)CC2)c1,?,?,-9,-4%,·,19%
CCCCNC(=O)N(O)C1N(/N=C/c2ccco2)C(=S)SC1(C)C (stereo not given),-20%,-4%,10,28µM*,·,-1%
CCOC(=O)C1(CC2CCCCO2)CCN(Cc2c(C)cc(C)cc2-n2cccn2)CC1 (stereo not given),-10%,-2%,-14,8%,5%,-3%
COc1cccc(CNC(=O)CN2C(=O)N(c3c(C)cccc3C)S(=O)(=O)c3ccccc32)c1OC,·,1%,-13,-2%,·,·
Cc1c(C(=O)Nc2c3c(nn2C(C)(C)C)CS(=O)(=O)C3)cccc1[N+](=O)[O-],6%,-14%,-29,-3%,-4%,-12%
Cc1[nH]c(=O)c(C(=O)c2cc(Cl)ccc2O)cc1C(=O)O,-4%,-15%,-22,10%,1%,9%
COc1ccc(C(=O)NC(=S)Nc2ccc3c4c(cccc24)CC3)cc1OC,5%,-6%,-4,-9%,-9%,8%
Cc1ccc(Cn2nc(C)c(NC(=O)CSc3nc4c(c(C(F)(F)F)n3)CCc3ccccc3-4)c2C)cc1,?,3%,?,-2%,0%,9%
CCN(C(=O)c1cccnc1SC)C12CC3CC(CC(C3)C1)C2,?,0%,?,5%,17%,-14%
COc1ccc(CCNC(=O)COc2ccc(S(=O)(=O)N3CCOCC3)cc2)cc1,14%&-1%,?,-40,-2%,7%,0%
O=C(Cc1c(F)cccc1Cl)N1CCOCC1,18%,-1%,-5,13%,8%,-5%
Nc1nonc1C(=O)NCCc1ccccc1,19%,-11%,7,2%,2%,17%

New compounds follow.
SMILES,HCV inhibitor,AmpC detergent,HCMV inh,Sm TGR inh,FBPA Giardia inh,AMA1-RON2 inh
CCCn1cc(S(=O)(=O)c2ccccc2)c(=O)c2cc(OCC)ccc21,-18%,2%,?,-16%,·,10%
CC(C)(CO)N1CCN(C(=S)Nc2ccccc2)CC1,7%,5%,-9,2%,-3%,14%
Nc1c(Cl)cc(C2=NCCn3nc4ccccc4c32)cc1Cl,?,-6%,2,-26%,·,-8%
CCOc1ccc(S(=O)(=O)N2CCN(C(=O)c3cc(S(=O)(=O)N4CCOCC4)ccc3C)CC2)cc1,6%,?,-2,2%,·,-9%
CN(CC(=O)NCC1CCCO1)S(=O)(=O)c1cc(Cl)ccc1Cl (stereo not given),5%,-10%,-18,-20%,2%,?
Cc1ccc([N+](=O)[O-])cc1NC(=O)C1CCN(S(C)(=O)=O)CC1,4%,?,69,-4%,-2%,11%
CCOCCCNc1nc2c(C)cccn2c(=O)c1/C=C1\SC(=S)N(CC(C)C)C1=O,5%,-2%,21,11%,3%,8%
CCN(C(=O)CSc1nc(-c2ccc(C(C)C)cc2)no1)c1ccccc1,·,-3%,-17,-5%,·,·
O=S(=O)(c1ccccc1)N1CCCC1c1nc2ccccc2s1 (stereo not given),?,-11%,-20,11%,-13%,-1%
Cc1cccc(-c2noc(-c3ccc(N4CCOCC4)c([N+](=O)[O-])c3)n2)c1,·,26%,-23,0%,·,·
N/C(=N\OC(=O)Cc1cccs1)c1ccc(Br)cc1,?,?,37,1%,5%,59%[activator]
Cc1cc(NC(=O)C23CC4CC(C2)CC(n2cnc([N+](=O)[O-])n2)(C4)C3)no1,15%,4%,-11,·,4%,17%
O=[N+]([O-])c1ccccc1Sc1nccn1Cc1ccccc1,?,-5%,-21,5%,-6%,-3%
COc1ccc(CN(C)C(=O)c2ccccc2OCc2c(C)noc2C)c(OC)c1,-17%,6%,-6,-13%,·,66%[activator]
O=C(CC1S/C(=N/N=C/c2cccs2)NC1=O)Nc1ccc(Cl)c(Cl)c1 (stereo not given),11%,1%,18,-3%,2%,-1%
N#CC1=C(N)OC2=C(C(=O)CCC2)C1C1CC=CCC1 (stereo not given),22%,10%,-8,1%,-25%,3%
Cc1ccc2nc(NCC(=O)NN)nc(-c3ccccc3)c2c1,16%,6%,31,5%,7%,112%[activator]
O=C(CNC(=O)c1ccc(OC(F)F)cc1)Nc1cccc(S(=O)(=O)N2CCCC2)c1,?,3%,-28,-3%,·,-3%
Cc1c(Br)c([N+](=O)[O-])nn1CC(=O)Nc1cccc2nonc12,-7%,-5%,-32,21%,-17%,10%
CCC(C)C(NC(=O)OC(C)(C)C)C(=O)NC(CC(C)C)C(N)=O (stereo not given),0%,-9%,24,-1%,4%,0%
COCCNc1nc(N)c([N+](=O)[O-])c(Nc2ccc(F)cc2)n1,-4%,-2%,19,-13%,3%,12%
COCCNCC(=O)N1CCCCCC1,29%,9%,147,0%,15%,8%
COc1ccc(C)cc1NS(=O)(=O)c1ccc2c(c1)CCN2C(C)=O,?,5%,?,10%,-5%,-6%
CC/C=C(/NC(C)=O)c1ccccc1,8%,-2%,-11,2%,·,0%
COc1ccc(NC(=O)Nc2ccc(OC)cc2)cc1,24%,-5%,11,1%,0%,-8%
Nc1nonc1-n1nnc(C(=O)N/N=C/c2ccc(Cl)cc2Cl)c1CN1CCOCC1,?,-15%,-16,0%,0%,1%
CCOc1ccc(C2c3[nH]c4ccccc4c3CCN2C(=O)CSCc2ccc(F)cc2)cc1 (stereo not given),·,5%,-1,-4%,·,·

Part of the list above, with values under each structure.
The line under a structure holds: HCV inhibitor	AmpC detergent	HCMV inh	Sm TGR inh	FBPA Giardia inh	AMA1-RON2 inh
- Cc1ccc(Cn2nc(C)c(NC(=O)CSc3nc4c(c(C(F)(F)F)n3)CCc3ccccc3-4)c2C)cc1
→ ?	3%	?	-2%	0%	9%
- CN(C)S(=O)(=O)c1ccc(N2CCCC2)c(C(=O)N2CCN(S(=O)(=O)c3cccc(F)c3)CC2)c1
→ ?	?	-9	-4%	·	19%
